High-throughput results: PubChem, National Center for Advancing Translational Sciences (NCATS)
ELG1 genotoxic = genotoxicity induction in ELG1-luciferase HEK293T cells | Potency, µM (highest dose often 46 µM), for inactives: top-dose activity change, positive = activation, most hits filed as activators | HEK293T ELG1-luciferase reporter, luminescence, 16 h | actives 1.3% (n = 330,000); further: potency means the concentration at half of the fitted maximal effect; % of control where 0% means no effect; nearly all actives have a fitted effect of over 60% in size
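Genotoxic stress is detected as increased luminescence from luciferase-tagged ELG1 in HEK293T cells, measured with ONE-Glo after a 16 hr treatment at 37 °C.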
TRPV1 ag = agonists of human vanilloid receptor 1 (TRPV1); Q8NER1; TRPV1-expressing cells, Fluo-8 calcium influx, agonist mode; activation, % at 8.33 µM; actives 0.19% (n = 320,000); AID 540275; in the data active means activation above about 80%; inconclusive means between about 30% and that limit; further: 0% is about no effect
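Fluo-8 calcium influx in TRPV1-expressing cells, kinetic read (ex 480/em 520 nm). Compound added and read 3 min for agonist activity, followed by capsaicin at EC20 final and 2 min further read for enhancement.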
USP2a block = inhibitors of human ubiquitin-specific protease USP2a | AID 463254 | O75604 | actives 0.01% (n = 330,000) | Potency, µM (titrated, usually from 38.3 µM), for inactives: at the top dose activity change, negative = inhibition, actives largely listed as inhibitors | USP2 core, Ub-CHOP2 coupled fluorogenic reporter, 485/531;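 further: potency means the concentration at half of the fitted maximal effect; plate controls were DMSO wells for no effect and full inhibition by NEM control for full effect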
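Cell-free coupled assay: 10nM USP2 core preincubated 30min RT with compound in Tris-HCl pH 8.0/CaCl2/CHAPS buffer, then 25nM Ub-CHOP2 and 25nM reporter substrate; fluorescence (Ex 485/Em 531) read after 60min RT, normalized to NEM inhibition, concentration-response curves fitted.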
uPA generation = blocks generation of uPA at the cell surface; cell surface uPA generation assay, qHTS; Potency, µM (top dose mostly 38.3 µM), without a hit: at the highest dose activity change, negative = inhibition, most hits filed as inhibitors; actives 0.31% (n = 330,000); active means well fitted inhibition curve with a large enough effect; inconclusive means small, poorly fitted or top-dose-only effect; inactive means no such curve, though single readings can be large or run the other way; tested in mouse RAW 264.7 cells; further: potency means the concentration at half of the fitted maximal effect; on the % scale 0 is the no-effect control and ±100 the full control effect; nearly all actives have a fitted effect of over 55% in size
ASM inhibitor = human S-ASM enzyme inhibition | Potency, µM (highest dose often 57.5 µM), for the others: at the highest dose activity change, negative = inhibition, most hits filed as inhibitors | AID 504937 | P17405 | actives 0.006% (n = 340,000) | placental ASM, HMU-PC fluorogenic substrate, 60 min; further: potency means the concentration at half of the fitted maximal effect
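Human placenta-derived ASM enzyme was preincubated with compound for 10 minutes at room temperature, then given fluorogenic substrate HMU-PC0 (9 uM final) for 60 minutes at 37 °C; a pH 10 stop preceded fluorescence reading at Ex 386/Em 447 nm.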
PTAP TSG101 blk = blocks PTAP/TSG101 interaction to inhibit HIV-1 budding | Q99816 | Fluorescence polarization, FITC-PTAP peptide / Tsg101 binding | Potency, µM (top dose mostly 115 µM), for inactives: top-dose activity change, negative = inhibition, actives largely listed as inhibitors | 340,000 tested, under 10 active | AID 493005; active means well fitted inhibition curve with a large enough effect in the main read-out, with a control signal flat, not every such curve was filed as active; inconclusive means small, poorly fitted or top-dose-only effect, or effect the other way, or a change in a side signal; inactive means no such curve, though single readings can be large or run the other way; further: potency means the concentration at half of the fitted maximal effect; % of control where 0% means no effect
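Steps: Tsg101 binding domain dispensed (10 uM final), compounds pinned in DMSO, FITC-labeled PTAP-motif peptide added (50 nM final); after 20 min binding at room temperature, polarization measured.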
B2AR arrestin = recruits beta-arrestin to the human beta2-adrenergic receptor. actives 0.02% (n = 330,000). AID 492947. Potency, µM (top dose mostly 46.1 µM), for inactives: at the top dose activation, hits mostly activators. P07550. beta-arrestin recruitment to beta2AR, cell-based reporter;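 further: potency means the concentration at half of the fitted maximal effect; 0% = DMSO controls and full agonism = EC100 isoproterenol or metaproterenol; nearly all actives have a fitted effect of over 65% in size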
Target sequence (P07550 whole entry, looked up): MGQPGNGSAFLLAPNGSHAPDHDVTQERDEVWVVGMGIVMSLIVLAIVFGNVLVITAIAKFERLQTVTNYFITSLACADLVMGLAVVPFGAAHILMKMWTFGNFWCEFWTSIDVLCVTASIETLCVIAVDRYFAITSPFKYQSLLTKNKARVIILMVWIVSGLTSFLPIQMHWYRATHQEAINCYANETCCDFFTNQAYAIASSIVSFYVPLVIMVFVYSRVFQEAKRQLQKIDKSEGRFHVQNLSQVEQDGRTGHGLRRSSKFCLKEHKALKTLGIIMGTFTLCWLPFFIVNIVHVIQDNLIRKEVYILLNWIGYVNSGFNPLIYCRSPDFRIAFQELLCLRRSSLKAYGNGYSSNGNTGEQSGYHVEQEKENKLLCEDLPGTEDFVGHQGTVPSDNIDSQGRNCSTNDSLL
Eya2 phos inh = Eya2 (human) phosphatase inhibition; O00167; recombinant Eya2, OMFP fluorescence dephosphorylation (OMFP is methylfluorescein phosphate); Potency, µM (series often up to 76.9 µM), without a hit: at the highest dose activity, negative = inhibition, hits mostly inhibitors; actives 0.006% (n = 330,000); AID 488837; further: potency means the concentration at half of the fitted maximal effect; on the % scale 0 is the no-effect control and ±100 the full control effect
Target sequence (O00167 whole entry, looked up): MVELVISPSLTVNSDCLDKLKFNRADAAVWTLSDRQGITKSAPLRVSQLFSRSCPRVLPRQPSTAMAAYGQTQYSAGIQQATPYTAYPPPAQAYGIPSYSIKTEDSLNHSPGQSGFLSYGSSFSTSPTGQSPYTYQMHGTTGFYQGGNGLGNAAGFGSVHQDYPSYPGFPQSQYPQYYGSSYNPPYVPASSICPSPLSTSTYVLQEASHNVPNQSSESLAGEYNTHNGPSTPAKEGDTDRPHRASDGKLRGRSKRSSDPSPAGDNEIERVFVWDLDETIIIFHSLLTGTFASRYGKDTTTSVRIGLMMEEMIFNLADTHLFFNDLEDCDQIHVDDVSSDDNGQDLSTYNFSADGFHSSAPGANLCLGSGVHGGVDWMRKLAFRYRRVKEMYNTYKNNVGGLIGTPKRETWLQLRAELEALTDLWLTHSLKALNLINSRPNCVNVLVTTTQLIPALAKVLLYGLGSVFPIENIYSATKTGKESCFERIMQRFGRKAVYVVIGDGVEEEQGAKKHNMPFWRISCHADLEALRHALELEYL
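Eya2 protein (added as 0.2 uM solution) was preincubated with compound for 10 min at ambient temperature in 50 mM HEPES pH 7.5, 50 mM NaCl, 5 uM MgCl2, 0.05% BSA, 1 mM DTT. OMFP (added at 50 uM) then reacted 10 min; fluorescence read at 485/525 nm.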
BRCA1 expr up = increases BRCA1 expression | actives 1.1% (n = 380,000) | AID 624202 | Potency, µM (titrated, usually from 46.1 µM), inactives show at the highest dose activation, actives largely listed as activators | MCF7-BRCA1-FFLuc reporter, luminescence, 48 h; response scale: scaled: vehicle 0%, 10 µM genistein 100%; further: potency means the concentration at half of the fitted maximal effect; nearly all actives have a fitted effect of over 80% in size; some results filed as inactive show a strong effect at the top dose
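Luminescence from a BRCA1-driven firefly luciferase in MCF7 cells was the read-out, taken 15 min after substrate addition following 48 h compound exposure at 37 °C. Data were normalized to a 10 microM genistein control and DMSO vehicle.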
p53 reactivation = re-activators of mutant p53. H1299 p53-A138V BP100-luciferase reporter, luminescence, 24 h. Potency, µM (top dose mostly 92.2 µM), for inactives: at the highest dose activity change, positive = activation, actives largely listed as activators. actives 0.063% (n = 320,000). AID 504706; further: potency means the concentration at half of the fitted maximal effect; % of control where 0% means no effect; nearly all actives have a fitted effect of over 45% in size
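H1299 (p53-null), stable ts p53-A138V + BP100-Luc; 1000 cells/well, Opti-MEM/10% FBS; cpd 4 pt, 1:5; 24 h, 37 deg C, 5% CO2; detection reagent 10 min RT; luminescence.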
Integrin act MD = activators of alpha7 integrin expression for muscular dystrophy. alpha7betagal myoblasts, beta-gal FDG fluorescence, 48 h. Potency, µM (doses to about 38.3 µM), for the others: top-dose activation, hits mostly activators. actives 0.064% (n = 350,000);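 further: potency means the concentration at half of the fitted maximal effect; 100% = response of the positive control SU9516; nearly all actives have a fitted effect of over 60% in size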
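alpha7betagal+/- myoblasts (passage 13, 250/well) treated 48 h at 37C with compounds at 1:260 dilution of DMSO stock. Lysed, then beta-galactosidase activity read as FDG fluorescence (ex 480/em 540) after 30 min, with pre-read for autofluorescence.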
* = called active by the depositor; ? = inconclusive; · = not tested or not shown; & = joins results of further samples; [ ] = another dose, or the depositor's remark. Unless noted, the call rests on the fitted dose curve; in most records, active means well fitted curve in the direction sought with a large enough effect; inconclusive means small, poorly fitted or top-dose-only effect, or another doubt; inactive means no such curve, though single readings can be large; an effect the other way counts as inactive or inconclusive.

SMILES	ELG1 genotoxic	TRPV1 ag	USP2a block	uPA generation	ASM inhibitor	PTAP TSG101 blk	B2AR arrestin	Eya2 phos inh	BRCA1 expr up	p53 reactivation	Integrin act MD
Cc1ccc(C)c(NC(=O)c2ccccc2O)c1	-11.9%	0.1	0.8%	-0.2%	-5.6%	3.6%	-1.0%	4.9%	11.5%	?	0.0%
CCOC(=O)c1sc(-c2ccc(C)cc2)c(C#N)c1C	6.9%	-0.2	3.5%	-1.3%	-4.7%	-0.3%	-0.5%	2.7%	3.1%	7.1%	2.6%
CCc1sc(NC(=O)C(C)C)nc1-c1ccccc1	2.6%	?	-10.8%	-1.1%	-0.6%	-4.9%	-0.3%	1.7%	0.2%	-1.4%	-9.6%
CCc1ccc(CC)c(S(=O)(=O)Nc2ccc(O)c(C(=O)O)c2)c1	1.4%	2.0	-1.3%	·	14.4%	-4.2%	-0.9%	8.4%	-5.0%	-3.1%	-6.7%
Cc1nc(N2CCCCC2)c2c(-c3cccs3)csc2n1	-10.5%	-17.0	-4.1%	6.7%	-4.8%	-0.5%	-0.3%	-9.2%	-11.9%	1.2%	-28.8%
CC(=O)NCCC(=O)Nc1cc(S(=O)(=O)N2CCCCC2)ccc1N1CCCCC1	0.6%	18.6	1.7%	-25.5%	5.6%	0.6%	-0.3%	-0.1%	-3.0%	0.6%	-28.7%
Clc1cccc(-c2ccc(CNCc3ccccn3)o2)c1	-9.6%	?	-8.7%	-5.6%	-0.5%	-0.7%	0.3%	1.4%	28.8%	·	28.7%
CCOCCCn1c(=S)[nH]c2cc(C(=O)NCc3ccc(F)cc3)ccc2c1=O	17.5%	?	-0.4%	-1.6%	-0.3%	1.8%	0.1%	-6.0%	-19.7%	-2.6%	-30.2%
CCOC(=O)C1=CN(CC)S(=O)(=O)NC1c1ccc2ccccc2c1 (stereo unspecified)	2.1%	·	-1.0%	15.3%	-0.4%	-4.1%	-0.3%	-2.2%	-19.7%	-4.7%	21.0%
COC(=O)c1coc(-c2ccc(C)cc2)c1C(=O)OC	12.8%	25.5	-0.6%	-1.8%	0.8%	-1.7%	-0.4%	4.1%	17.7%	?	3.6%
CC(=O)c1ccc(N=C2NC(=O)C(CO)(CO)S2)cc1	-2.0%	-2.6	1.2%	-9.4%	6.2%	0.9%	-0.2%	11.3%	5.4%	-2.0%	18.1%
CCN(Cc1ccncc1)C(=O)CCc1ccccc1	2.7%	-3.3	0.0%	-5.0%	0.6%	-2.5%	-0.8%	6.7%	-26.9%	3.7%	-9.1%
CCc1c(C(=O)N2CCN(c3ccccc3F)CC2)[nH]c(C)c1C(C)=O	-0.7%	0.8	1.8%	-4.5%	4.3%	-2.2%	0.1%	-5.0%	-47.9%	-2.9%	-14.3%
O=C(NCc1cccs1)C1CC(=O)N(c2ccccc2)C1 (stereo unspecified)	3.5%	0.1	3.3%	1.1%	4.2%	0.6%	-0.6%	12.8%	1.2%	0.9%	14.4%
O=C(O)CN1CCN(Cc2ccc(F)cc2)C1=O	1.3%	-0.9	-0.9%	7.3%	-5.5%	-1.6%	0.0%	-14.1%	-19.9%	3.0%	10.7%
O=C(CNS(=O)(=O)c1ccc(Cl)cc1)NNC(=O)c1cccnc1	-4.5%	-3.5	1.1%	2.0%	-3.0%	0.7%	0.1%	10.6%	16.1%	5.7%	-5.1%
CCc1c(C(=O)NCCc2ccc(OC)c(OC)c2)[nH]c(C)c1C(C)=O	2.4%	-0.3	3.4%	·	-0.4%	-2.6%	-0.1%	22.1%	0.4%	-10.8%	20.6%
COc1ccc(CNS(=O)(=O)c2cccc(S(=O)(=O)N3CCOCC3)c2)cc1	0.4%	-1.1	-0.9%	-1.4%	-3.2%	-8.3%	-0.1%	1.0%	1.8%	-1.7%	-9.0%
CC(C)N1CCOC1c1ccccc1 (stereo unspecified)	·	·	·	-2.9%	-0.8%	-1.8%	·	·	17.0%	·	-23.1%
CN(C1CCCCC1)S(=O)(=O)c1cc2c3c(c1)CCN3C(=O)CC2	19.8%	0.6	-0.4%	4.8%	-3.9%	2.1%	-0.2%	8.7%	-26.0%	-1.2%	2.4%
COc1ccc(C(C(=O)NC2CCCC2)N(CCN2CCOCC2)C(=O)c2ccc(OC)c(OC)c2)cc1 (stereo unspecified)	1.8%	1.1	1.1%	-2.2%	4.7%	-6.7%	0.3%	12.8%	4.5%	0.3%	2.8%
CN(CC(=O)Nc1ccc(F)cc1)C(=O)COC(=O)c1cc(Br)c(Br)s1	·	·	·	15.9%	-5.6%	-1.2%	·	·	-10.2%	·	?
COc1ccccc1NC(=O)C1Cc2ccccc2CN1C(=O)c1ccco1 (stereo unspecified)	7.1%	1.9	2.0%	-1.4%	2.2%	-1.5%	0.0%	-6.6%	-17.3%	-0.9%	0.0%
CS(=O)(=O)c1ccc(-c2nnc(NC(=O)C3=COCCO3)o2)cc1	-7.9%	-1.6	0.1%	-1.1%	1.9%	-3.5%	0.0%	-14.9%	-0.3%	-1.6%	-28.4%
Cc1ccc(-c2c3c(=O)n(C)c(=O)n(C)c3cn2N2CCOCC2)cc1	-0.3%	-0.8	0.1%	-12.3%	-5.6%	-1.1%	-1.3%	3.1%	-42.7%	-3.0%	-15.3%
Cc1ccc(OC(=O)C2c3ccccc3Oc3ccccc32)cc1C	11.5%	12.7	0.6%	-1.0%	-1.2%	0.5%	-0.4%	-3.1%	1.5%	0.3%	-12.4%
Cc1ccc(S(=O)(=O)C2(C(=O)Nc3ccc(C(C)C)cc3)CC2)cc1	?	9.3	7.3%	1.7%	6.1%	0.6%	-0.4%	6.6%	77.1%	17.1%	12.8%
Cc1noc(/C=C/N(C)C)c1S(=O)(=O)N1CCc2ccccc21	·	25.1	-0.1%	?	1.8%	0.0%	0.4%	-18.9%	-67.3%[inhibitor]	-2.7%	-14.6%
Cc1nc(SCC(=O)c2ccc(F)cc2)n[nH]1	1.0%	11.1	3.9%	-4.5%	1.2%	-3.2%	12.4%	13.5%	8.1%	-42.1%[inhibitor]	-29.1%
CCCCOc1ccc(S(=O)(=O)NNC(=O)C2Cc3c(ccc4ccccc34)O2)cc1 (stereo unspecified)	-1.2%	0.7	-1.3%	1.9%	?	-3.9%	0.2%	-30.4%	4.4%	0.0%	2.2%
O=C(CCCN1C(=O)/C(=C/c2cccs2)SC1=S)NNC(=O)c1ccncc1	0.7%	0.0	3.4%	4.3%	-3.8%	8.0%	0.4%	2.2%	-7.4%	-0.1%	-12.0%
Cn1c(NCCO)nc2c1c(=O)n(Cc1cccc(Cl)c1)c(=O)n2C	0.7%	?	4.4%	5.8%	3.7%	-2.8%	0.1%	11.7%	-0.1%	-5.9%	-9.2%
COCCNC(=O)CCn1nc(-c2ccc(C)cc2)ccc1=O	-0.3%	2.4	0.6%	1.6%	-1.4%	-0.8%	-0.2%	-27.8%	0.3%	-5.1%	-29.8%
CN1CCN(C(=S)NC(=O)c2cccc([N+](=O)[O-])c2)CC1	-4.0%	-1.5	0.8%	8.1%	3.6%	-2.6%	0.0%	-3.1%	17.0%	-19.7%	?
CCOC1=C/C(=C/c2c(N)n3nc(CC(=O)N4CCCCC4)sc3nc2=O)C=CC1=O	-0.2%	6.9	1.9%	6.0%	?	5.4%	-0.9%	19.6%	0.0%	-4.5%	-30.3%
COc1cccc(NC(=O)CCN2C(=O)c3cccc([N+](=O)[O-])c3C2=O)c1	-0.3%	1.4	3.8%	2.6%	5.7%	-4.0%	-0.3%	0.3%	-5.6%	4.0%	?
CCOC(=O)c1c(C)[nH]c(C(=O)COC(=O)c2[nH]c(C)c(C(C)=O)c2C)c1C	6.9%	1.6	4.3%	·	-0.8%	0.3%	0.1%	6.4%	-27.6%	-4.5%	6.5%[7.66 µM]
COCC(=O)NCCc1nc(-c2ccccc2)cs1	0.9%	2.5	-0.7%	3.9%	-0.3%	-5.2%	-1.1%	-7.6%	-4.0%	-6.3%	-13.2%
Cc1ccc(CNc2nc3ccccc3n3cnnc23)cc1	5.7%	0.5	-0.7%	1.5%	-5.9%	-0.2%	-1.4%	10.1%	-1.3%&21.9%	-2.2%	13.8%
O=C1CC(c2cccs2)CC2=C1C(c1ccccc1)n1ncnc1N2 (stereo unspecified)	-0.4%	14.1	-0.7%	0.6%	414.9%[activator]	-4.6%	-0.3%	1.2%	-1.2%	3.1%	1.9%
